LEDGF integ inh – blocks HIV-1 LEDGF/p75-dependent DNA integration; TR-FRET IN-LEDGF/p75 DNA integration, Eu/Cy5; inhibition, % at 3.7 µM; 370,000 compounds, 0.64% hits; AID 743269;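 active = inhibition above the screen-wide mean plus 3 SD, cut at about 13% in these data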;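 also: signal is the Cy5 over europium emission ratio at 671 and 618 nm; 0% = plate median of compound wells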
Rev-erbA mod – modulates human Rev-erb alpha binding to DNA; P20393; Rev-erbα–FITC-DNA binding, fluorescence polarization, 90 min; AID 1259318; activity, % at 10 µM; 370,000 compounds, 0.79% hits;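 active = activity above about 14%, limit read from the data; passing the limit was not always enough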;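 also: 0% = DMSO wells with 35 nM protein and 100% = DMSO wells with 750 nM protein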
HTRA1 inhibitor – blocks human HTRA1 serine peptidase; inhibition, % at 5.96 µM; Q92743; recombinant HTRA1, FP-rhodamine activity-based probe, fluorescence polarization; 340,000 compounds, 0.5% hits; AID 504803; in the data active = inhibition above about 36%;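 also: 0% = enzyme with DMSO and 100% = wells lacking enzyme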
Target sequence (Q92743 whole entry, looked up): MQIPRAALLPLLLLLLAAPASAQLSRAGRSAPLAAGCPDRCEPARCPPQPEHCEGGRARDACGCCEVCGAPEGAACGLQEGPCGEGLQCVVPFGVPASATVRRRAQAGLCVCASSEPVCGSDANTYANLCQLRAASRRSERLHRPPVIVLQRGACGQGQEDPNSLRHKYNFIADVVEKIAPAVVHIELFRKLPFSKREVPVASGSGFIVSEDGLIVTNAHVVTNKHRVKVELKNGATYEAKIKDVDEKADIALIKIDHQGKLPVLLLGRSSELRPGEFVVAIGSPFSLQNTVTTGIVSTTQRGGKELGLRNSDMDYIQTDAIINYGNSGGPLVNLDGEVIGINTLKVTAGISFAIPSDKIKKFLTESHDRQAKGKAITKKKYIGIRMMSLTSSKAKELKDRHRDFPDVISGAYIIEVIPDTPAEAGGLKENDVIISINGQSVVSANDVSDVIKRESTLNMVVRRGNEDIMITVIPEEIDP
mABHD4 FP – inhibitors of mouse ABHD4. AID 720543. 370,000 compounds, 0.54% hits. Q8VD66. purified mABHD4, FP-Rh probe fluorescence polarization. inhibition, % at 8.92 µM;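 active = inhibition exceeding the mean over every tested compound plus 3 SD, cut at about 30% in these data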;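 also: 0% = plate median of compound wells and 100% = S159A mutant with DMSO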
Target sequence (Q8VD66 whole entry, looked up): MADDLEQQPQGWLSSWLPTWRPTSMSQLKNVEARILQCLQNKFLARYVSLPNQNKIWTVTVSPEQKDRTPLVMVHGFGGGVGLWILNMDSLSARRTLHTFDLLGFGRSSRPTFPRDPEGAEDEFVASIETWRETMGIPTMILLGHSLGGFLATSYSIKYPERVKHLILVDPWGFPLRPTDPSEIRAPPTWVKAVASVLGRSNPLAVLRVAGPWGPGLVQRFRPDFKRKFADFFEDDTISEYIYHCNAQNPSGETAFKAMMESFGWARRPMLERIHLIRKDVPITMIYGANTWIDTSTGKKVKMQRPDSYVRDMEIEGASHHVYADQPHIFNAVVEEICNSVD
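Assay system: Wild-type mouse ABHD4 protein | Medium: HEPES pH 7.0 buffer, 150 mM NaCl, 0.01% Pluronic F-127 | Incubation: Enzyme–compound pre-incubation 45 min, then probe 60 min, both 25 °C | Technique: Fluorescence polarization with parallel and perpendicular emission, 525/598 nm | Evaluation: % inhibition of FP-Rh probe binding versus controls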
PRMT1 inh – inhibitors of human PRMT1 | inhibition, % at 2.79 µM | Q99873 | recombinant PRMT1, activity-based probe fluorescence polarization | 370,000 compounds, 1.3% hits | AID 652257;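 active = inhibition above about 21% made by adding two undisclosed values, limit read from the data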
rCAG RNA binder – molecules binding r(CAG) RNA repeats; r(CAG) RNA repeat, TO-PRO-1 dye displacement fluorescence; inhibition, % at 3 µM; 370,000 compounds, 1.3% hits; AID 651821;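 active = inhibition above the plate cutoff, the mean of all test compounds on that plate plus 3 SD, cut at about 35% in these data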;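 also: 0% = DMSO alone and 100% = 100 µM mitoxantrone as full dye displacement; higher means more dye released from RNA so lower well fluorescence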
TDP2 inh – blocks human TDP2 phosphodiesterase activity | O95551 | recombinant TDP2, T5PNP hydrolysis, p-nitrophenol absorbance 415 nm | inhibition, % at 12.8 µM | 370,000 compounds, 0.34% hits;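 active = inhibition above the mean of all tested compounds plus 3 SD, set per campaign, cut at about 25% in these data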;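 also: 0% = DMSO with enzyme and 100% = buffer with substrate but no TDP2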
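System: recombinant human TDP2 / Amount: 120 nM TDP2 per well / Also added: 5 mM T5PNP chromogenic substrate / Doses: 12.8 µM single point, 1% DMSO / Incubation: 2 h at 37 °C / Detection: p-Nitrophenol epi absorbance / Evaluation: % inhibition relative to enzyme-containing and enzyme-free wells / Repeats: singlicate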
TCR-CD3 inh – blocks the human TCR-CD3 interaction; inhibition, % at 9.4 µM; AID 651800; TAMRA-labeled TCR probe fluorescence, biochemical; 360,000 compounds, 0.37% hits; in the data active = inhibition above about 19%;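 also: recombinant mutant TCR 2C K166C tagged with TAMRA read by polarization; 0% = receptor in buffer alone and 100% = receptor with positive control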
SIAE inh – blocks human sialic acid acetylesterase | Q9HAT2 | inhibition, % at 9.66 µM | 370,000 compounds, 0.69% hits | AID 1053197 | SIAE FP-Rh probe binding, fluorescence polarization;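 active = inhibition above a cutoff: mean of compounds within the control limits plus 3 SD of those, cut at about 17% in these data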;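 also: 0% = plate median of compound wells and 100% = probe without SIAE protein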
PG9 binder – binds the HIV-1 gp120 antibody PG9; TR-FRET gp120-PG9 antibody binding; inhibition, % at 6.7 µM; 360,000 compounds, 0.43% hits; AID 624416; in the data active = inhibition above about 8.5%
* hit, by the source's call; . = not tested or not shown.

SMILES | LEDGF integ inh | Rev-erbA mod | HTRA1 inhibitor | mABHD4 FP | PRMT1 inh | rCAG RNA binder | TDP2 inh | TCR-CD3 inh | SIAE inh | PG9 binder
O=C1C2C3C=CC(C3)C2C(=O)N1c1cccc2ccccc12 (stereo not given) | 4 | 4 | 6 | 3 | 3 | 31 | -7 | 3 | 2 | -1.8
Cc1ccc(-n2cc(CN3CCCN(C=O)CC3)c(-c3ccc(F)cc3)n2)cc1 | 3 | -3 | -21 | -7 | -5 | -6 | -12 | -1 | -2 | -2.6
COc1ccc(CC(=O)Oc2ccc(F)cc2)cc1 | 0 | -3 | 20 | 5 | 4 | -1 | 1 | -1 | 4 | 0.5
CCOC(=O)c1ccc(NC(=O)CNC(=O)c2ccccc2)cc1 | 1 | 6 | -2 | -3 | -4 | 11 | -10 | -6 | -3 | -1.9
CCC(CC)C(=O)Nc1ccc(-c2cn3cccnc3n2)cc1 | -4 | -1 | 4 | 2 | 1 | -3 | 6 | -2 | -5 | 2.6
O=C(NC1CCCCC1)N1CCC(c2nc3ccc(Cl)cc3[nH]2)CC1 | -5 | -4 | -3 | 0 | 2 | 1 | -2 | 5 | 3 | -0.2
CC1=C(C(=O)OC(C)(C)C)C(c2cccc3ccccc23)NC(=O)N1 (stereo not given) | -2 | 4 | -18 | 0 | 2 | -2 | -5 | -3 | -7 | -0.8
COc1ccc(NC(=O)c2cc(-c3cccs3)on2)cc1 | -4 | 6 | 1 | -6 | 8 | 4 | -3 | -1 | -1 | 1.2
COc1ccc2nc(NC(=O)c3ccccc3F)sc2c1 | 16* | 13 | -7 | -1 | 0 | 1 | 3 | 7 | -7 | -1.5
CCCn1c(SCC(=O)Nc2ccccc2Oc2ccccc2)n[nH]c1=O | -2 | 3 | -5 | 6 | 1 | -5 | 7 | 7 | -4 | 1.2
CN1C(=O)/C(=C/c2ccc3c(c2)OCO3)N=C1c1ccccc1 | -1 | -11 | 2 | -4 | 1 | 0 | -1 | 0 | 2 | -3.1
CN(C)/C=C(\C(=O)c1ccccc1)c1nnnn1-c1ccccc1 | 0 | 0 | -1 | 4 | -7 | 1 | -12 | 6 | -5 | -1.1
COc1ccc(-c2cc3c(c4c2ccn4C)C2CCC3O2)cc1OC (stereo not given) | 7 | 6 | . | 5 | 5 | 11 | -15 | -11 | -2 | -0.4
O=C(COC(=O)c1cccc(S(=O)(=O)N2CCCCC2)c1)NC1CCCCC1 | 0 | 3 | 3 | -1 | -7 | -2 | -15 | 1 | -5 | -2.1
COc1ccc(-n2c(N)c(C(=O)NCC3CCCO3)c3nc4ccccc4nc32)c(OC)c1 (stereo not given) | 19* | 5 | -17 | 3 | 6 | 7 | 74* | 3 | -8 | -3.3
COc1ccc(C2C(C#N)=C(/N=C/N3CCOCC3)OC3=C2C(=O)CC(C)(C)C3)cc1OC (stereo not given) | 2 | 0 | -4 | -1 | 2 | 0 | 5 | 5 | -1 | -2.5
O=C(CCNC(=O)c1ccccc1Cl)N/N=C\c1ccc(O)cc1 | -1 | 2 | -7 | 1 | -2 | 1 | 2 | 2 | 3 | -1.0
CCCNS(=O)(=O)c1ccc(OCC(=O)Nc2ccc3c(c2)OCO3)cc1 | -3 | 0 | 0 | 1 | 1 | -3 | -2 | -2 | -9 | 1.3
CCCN1CCN(CCCNC(=O)c2cc3c(s2)-c2ccccc2OC3)CC1 | -1 | -4 | -2 | 1 | -5 | -7 | -18 | -2 | 0 | -1.7
COc1cc(C)ccc1OCc1cc(C(=O)N2CCCCCCC2)no1 | 1 | -4 | -8 | -1 | 1 | -4 | -16 | -3 | 4 | -1.3
O=C(N/N=C\c1cccc(Cl)c1)c1n[nH]c2c1CCCC2 | 3 | 4 | -5 | -17 | 2 | 6 | -7 | 1 | -10 | -0.2
CCC1(C)Cc2ccccc2C(=S)N1 (stereo not given) | 0 | -6 | 3 | 3 | 1 | 1 | 13 | -5 | -3 | 0.8
O=C(COC(=O)c1ccc(N2CCOCC2)c([N+](=O)[O-])c1)Nc1ccc2c(c1)OCO2 | -3 | 9 | 1 | 0 | 1 | 0 | -4 | 6 | 3 | -2.2
Cc1occc1-c1nnc(SCC(=O)NC2CCCCC2C)o1 (stereo not given) | 1 | -8 | -3 | 2 | 3 | -7 | 9 | -7 | 5 | 1.1
CCCc1cc(=O)oc2cc(OCc3cc(OC)c(OC)c(OC)c3)c(Cl)cc12 | -2 | 9 | 0 | 1 | -1 | 2 | 7 | 3 | -2 | -1.1
C=C(C)CNC(=S)NNC(=O)c1ccc(Br)cc1 | 3 | -2 | 3 | -3 | -2 | -1 | -1 | 0 | -5 | -0.7
CSc1nnnn1-c1c(C)cccc1C | -3 | -1 | -3 | 3 | 1 | 0 | 3 | -4 | -6 | 0.8
CCOC(=O)c1sc(NS(=O)(=O)c2ccccc2)nc1C | 0 | 0 | -10 | -4 | -2 | 10 | -10 | 2 | -2 | -0.9
O=C(O)c1ccc(/C=N/n2c(C3CCCCC3)n[nH]c2=S)cc1 | 1 | -1 | 3 | -3 | 0 | 1 | -4 | 2 | 5 | -1.3
Cc1ccccc1NC(=O)Cn1c(=O)oc2ccccc21 | -6 | 0 | 0 | 1 | 3 | -2 | -10 | -9 | 3 | -1.0
CC1CN(c2cc(=O)n(Cc3ccc(F)cc3)c(=O)[nH]2)CC(C)O1 (stereo not given) | -2 | 10 | -5 | -9 | 10 | 0 | 6 | -8 | 5 | -2.8
CC(=O)Nc1cccc(OCC(=O)NC(C)C(C)C)c1 (stereo not given) | 1 | -2 | -4 | -3 | -3 | -4 | 11 | -8 | -2 | -0.2
CN1C(=O)CN(CCN2CC(=O)N(C)C(=O)C2)CC1=O | -4 | 9 | -4 | 1 | 1 | 1 | -1 | -4 | 0 | 0.0
O=C(C1CCCN1S(=O)(=O)c1ccc(Cl)cc1)N1CCN(c2ccccc2)CC1 (stereo not given) | 5 | -2 | -5 | -13 | 6 | 4 | -4 | -3 | 5 | 2.5
COC(=O)c1ccc2nc(C)cc(Nc3ccc(N(C)C)cc3)c2c1 | 2 | 4 | 1 | -1 | 4 | 2 | 6 | 0 | 5 | -4.0
COc1cccc(C(=O)c2ccccc2C(=O)O)c1 | 4 | -4 | . | 0 | -5 | 0 | -7 | 7 | 3 | -2.4

Reprinted from the part before: three compounds, then new ones.
SMILES | LEDGF integ inh | Rev-erbA mod | HTRA1 inhibitor | mABHD4 FP | PRMT1 inh | rCAG RNA binder | TDP2 inh | TCR-CD3 inh | SIAE inh | PG9 binder
O=C(C1CCCN1S(=O)(=O)c1ccc(Cl)cc1)N1CCN(c2ccccc2)CC1 (stereo not given) | 5 | -2 | -5 | -13 | 6 | 4 | -4 | -3 | 5 | 2.5
COC(=O)c1ccc2nc(C)cc(Nc3ccc(N(C)C)cc3)c2c1 | 2 | 4 | 1 | -1 | 4 | 2 | 6 | 0 | 5 | -4.0
COc1cccc(C(=O)c2ccccc2C(=O)O)c1 | 4 | -4 | . | 0 | -5 | 0 | -7 | 7 | 3 | -2.4
COc1cccc(CNC(=O)CCC2CCCN(C(=O)CCc3c(C)noc3C)C2)c1 (stereo not given) | 2 | 4 | 1 | -1 | -1 | -8 | 6 | 3 | 0 | 1.8
Cc1cc(C)c(NC(=O)CN(C)C(=O)c2ccc(OCc3ccccc3)cc2)c(C)c1 | -6 | -3 | 3 | -2 | 2 | 2 | -4 | -13 | 3 | 1.5
COc1ccc(C)cc1NC(=O)CN1C(=O)c2ccccc2S1(=O)=O | -4 | -7 | 9 | -3 | -1 | 1 | 10 | -2 | -2 | -0.3
COc1ccc(Cc2nnc(NC(=O)CSc3ccccc3)s2)cc1 | 3 | 3 | -7 | -7 | 8 | 6 | -8 | -9 | 2 | 2.1
Cc1cc(C)c(C)c(S(=O)(=O)N[C@@H](C)C(=O)OC(C)C(=O)NC(N)=O)c1C (stereo not given in full) | 1 | -1 | 2 | 0 | 1 | -3 | 17 | 4 | -4 | -1.1
CCc1cc2c(COC(=O)c3cc(S(=O)(=O)N4CCOCC4)ccc3F)cc(=O)oc2cc1O | 1 | 17 | -14 | 3 | -4 | 19 | -2 | 8 | -20 | 4.8
CCOc1ccc(N)cc1OC | -4 | -1 | 17 | 13 | 5 | 0 | 23 | -3 | 24* | -2.2
COc1ccccc1/C=C/C(=O)OCC(=O)c1c[nH]c2ccccc12 | 2 | -7 | -39 | -39 | -3 | 15 | 4 | 5 | -23 | -1.3
O=C(NCC1(N2CCOCC2)CCCCC1)c1ccc(S(=O)(=O)Nc2ccccc2F)cc1 | -1 | 0 | 4 | 6 | 2 | 10 | -9 | -5 | 4 | -0.4
CN1OC[C@@H]2CN(C(=O)C(C)(C)C)[C@H](c3cccc(-c4ccccc4)c3)C[C@@H]21 | 2 | 5 | 6 | 3 | -1 | -1 | -2 | 4 | -8 | 1.1
C=CC[C@H]1c2ccccc2[C@H]2N3N=Cc4ccccc4[C@H]3[C@H](CCc3ccccc3)C(=O)N2N1C(=O)c1ccccc1 | 4 | -6 | . | -11 | -1 | 11 | -16 | . | -6 | .
COc1ccc(S(=O)(=O)N(C)CC(=O)NCCCN2CCOCC2)cc1C | -4 | -1 | 2 | 6 | 0 | 7 | 5 | 0 | -1 | -2.1
O=C(COC(=O)c1cn(-c2ccccc2)nc1-c1cccnc1)NC1CC1 | -4 | -8 | 3 | -10 | 12 | 2 | -12 | -1 | -7 | -0.7
O=C(/C=C/c1ccco1)Nc1cc(Cl)ccc1C(=O)O | 8 | -1 | -11 | -8 | 25* | 20 | 3 | 2 | -9 | -2.0
COc1ccccc1N1CCN(CC(=O)Nc2ccc3c(c2)OCCO3)CC1 | -1 | -1 | -7 | -1 | 8 | -6 | -3 | -9 | -11 | -0.2
CCOC(=O)N1CCN(Cc2nc3cc(NC(=O)CC)ccc3n2CC)CC1 | -3 | 4 | 3 | -5 | 6 | -6 | -13 | 0 | -1 | -3.7
O=C(COc1ccc(Cl)cc1)OCC(=O)N1CCOCC1 | 6 | -2 | 3 | 1 | -3 | -2 | -5 | -6 | -2 | -1.3
CCOC(=O)N1CCN(C(=O)CSCc2ccccc2C)CC1 | -1 | -2 | -2 | -4 | -1 | 7 | 9 | 5 | -5 | -1.5
O=C(O)c1cccc(NC(CNS(=O)(=O)c2ccc(Cl)cc2)c2ccccc2)c1 (stereo not given) | -3 | 2 | -19 | 2 | 6 | 43* | -4 | -7 | -5 | 1.9
COc1ccc(OC)c(NC(=O)c2ccc(CSc3ncccn3)cc2)c1 | -2 | 3 | -9 | -13 | -1 | -1 | 6 | -4 | -3 | -0.7
NS(=O)(=O)c1ccc(CNC(=O)Cc2c(F)cccc2Cl)cc1 | 1 | -1 | 3 | -3 | -2 | 0 | 5 | -3 | 10 | -0.1
O=C(N/N=C/c1ccncc1)c1sc2ccccc2c1Cl | 3 | 3 | -9 | -8 | -2 | 6 | 14 | 8 | 2 | -1.8

Only part of the results is shown; count on the stated rates, not on these rows.
